C2C12 statin – suppressors of statin myotoxicity in C2C12 myotubes, primary screen, cell-based, single point, plate reader; rescue of ATP level, % at 7.49 µM; C2C12 myotubes + simvastatin, ATP luminescence, 48 h; scaled: DMSO 0, geranylgeraniol control 100; AID 602340, 2012; actives 0.78% (n = 330,000);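 active means mean ATP rescue above about 67%, or every replicate alone reaching that limit, limit read from the data, passing the limit was not always enough; inconclusive means no clear call, values can overlap the other calls; inactive means mean under the limit and some replicate under it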;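 further: myotubes were challenged with 10 µM simvastatin during compound exposure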
LGR2 inh – inhibitors of bursicon-induced LGR2 CRE-luciferase signal, primary screen, cell-based, HEK293, CRE-luciferase reporter, bursicon stimulation; Drosophila bursicon receptor LGR2 (rickets); bursicon-stimulated, 4 h; inhibition, % at 9.99 µM; AID 720647, 2013; actives 0.35% (n = 380,000);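 active means drop in luminescence signal, shown as inhibition above about 50% in the replicate tests, limit read from the data, passing the limit was not always enough; inconclusive means probably only some replicates passing the limit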;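 further: agonist challenge used bursicon conditioned medium at about half maximal strength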
S100A4 inh HTS – inhibitors of S100A4-myosin IIA peptide binding, primary screen, biochemical, fluorescence polarization, TAMRA-MyoIIA peptide; inhibition, % at 10.7 µM; Protein S100-A4 (Homo sapiens), P26447; actives 0.14% (n = 360,000);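 active means mean inhibition of at least 70% across replicates, with every replicate also reaching that level; inconclusive means mean inhibition reaches 70% but some replicates fall short; inactive means mean inhibition below 70%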
Target sequence (P26447 whole entry, looked up): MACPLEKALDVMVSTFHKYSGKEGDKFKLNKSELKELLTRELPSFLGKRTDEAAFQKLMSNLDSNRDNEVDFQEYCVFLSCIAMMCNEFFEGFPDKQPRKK
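Test system: S100A4 monomer protein. Medium: HEPES buffer with Ca2+, pH 7.2. Reagent: fluorescent myosin IIA peptide, 5 nM. Compound dosing: single-point compound testing. Timing: 5 min between mix addition and reading. Benchmarks: DMSO neutral and TFP positive wells.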
CASP6 VEID inh – human caspase-6 inhibitors, primary screen, biochemical, VEID-R110 fluorescence, single point, set 2 | inhibition, % at 12.5 µM | P55212 | purified caspase-6, Z-VEID-R110 cleavage fluorescence | AID 686996, 2013 | actives 0.53% (n = 350,000);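 active means mean inhibition across replicates at least about 35%, with every replicate also reaching that limit, limit read from the data; inconclusive means only one of the two criteria met; inactive means neither criterion met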;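 further: 0% = median of neutral control wells and 100% = no fluorescence left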
Target sequence (P55212 24-179 limits assumed): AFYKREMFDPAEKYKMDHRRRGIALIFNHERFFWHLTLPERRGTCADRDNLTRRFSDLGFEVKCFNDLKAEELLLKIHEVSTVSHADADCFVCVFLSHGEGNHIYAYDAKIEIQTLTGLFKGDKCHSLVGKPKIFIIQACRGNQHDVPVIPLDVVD
Target sequence (P55212 194-293 limits assumed): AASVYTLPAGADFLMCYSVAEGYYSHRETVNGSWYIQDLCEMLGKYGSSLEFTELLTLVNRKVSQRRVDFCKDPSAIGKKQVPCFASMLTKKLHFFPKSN
SIRT5 block – SIRT5 desuccinylase inhibitors, primary screen, biochemical, fluorescence imaging, single point, set 5; NAD-dependent protein deacylase sirtuin-5, mitochondrial (Homo sapiens), Q9NXA8; Purified SirT5, succinyl-peptide AMC, trypsin-coupled fluorescence; inhibition, % at 15 µM; actives 1.1% (n = 330,000); AID 652115, 2013; in the data active means inhibition above about 15%; inconclusive means no clear call, values can overlap the other calls
Target sequence (Q9NXA8 whole entry, looked up): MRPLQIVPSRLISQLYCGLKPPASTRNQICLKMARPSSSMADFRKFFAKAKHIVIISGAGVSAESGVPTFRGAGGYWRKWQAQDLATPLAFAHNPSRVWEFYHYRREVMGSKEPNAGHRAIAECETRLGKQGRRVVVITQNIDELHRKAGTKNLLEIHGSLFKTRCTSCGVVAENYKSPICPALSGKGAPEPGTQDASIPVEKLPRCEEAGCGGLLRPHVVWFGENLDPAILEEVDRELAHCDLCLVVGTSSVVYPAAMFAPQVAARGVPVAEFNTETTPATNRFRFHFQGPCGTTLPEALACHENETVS
esBAF inh – Bmi1 luciferase reporter increase in mESCs, primary screen, esBAF inhibitor project, mouse ES cells, Bmi1 luciferase knock-in, single point; 24 h; 100% = twice the neutral-well signal; actives 2% (n = 350,000); reporter increase, % at 12.5 µM; AID 602393, 2012; in the data active means activation above about 40%; inconclusive means no clear call, values can overlap the other calls;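 further: 0% = median of the plate's neutral control wells and 100% = double that signal; a rise in the Bmi1 reporter signal indicates esBAF inhibition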
FN deposit inh – inhibitors of fibronectin matrix deposition, primary screen, AH1F cells, Alexa488-fibronectin fluorescence, plate reader | AH1F fibroblasts, overnight | inhibition, % at 12.6 µM | actives 0.086% (n = 350,000) | AID 743247, 2014;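 active means mean inhibition across replicates of 30% or more, regardless of how many single replicates reach that level; inconclusive means mean under 30% yet at least half of replicates reach 30%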;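 further: positive control wells lacked labelled fibronectin entirely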
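Assay system: AH1F fibroblasts / Quantity: 10000 cells per well / Medium: DMEM plus 2% serum, read in PBS / Reagent: labelled fibronectin 24 nM / Dosing: single dose, pinned / Times: 1 h cell attachment, overnight exposure to compound and label / Signal: fluorescence, ex 485 nm, em 525 nm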
* marks the source's active call; other numbers are inactive results; ? = inconclusive; · = not tested or not shown; & = joins results of further samples.

Second line of a record – C2C12 statin	LGR2 inh	S100A4 inh HTS	CASP6 VEID inh	SIRT5 block	esBAF inh	FN deposit inh
- Cc1cc(C)c(S(=O)(=O)Cc2ccccc2)c(Cl)n1
  -6	-24	0	2	1	1	-1
- COCCCN(C(=O)Cn1ncc2c(=O)oc3ccc(C)cc3c21)C(C)c1ccncc1 (configuration not stated)
  -6	1	2	3	4	-1	·
- O=C(Nc1ccc(F)c(Cl)c1)c1cc(C2CCCCN2C(=O)CCCc2ccccc2)on1 (configuration not stated)
  12	4	4	1	-1	3	2
- O=C(Nc1ccc2c(c1)CN(C(=O)Nc1ccc(F)cc1)CC2)c1ccccn1
  -18	-8	-1	2	·	47*	1
- CCOc1cc(/C=N/Nc2nnc(C)n2N)ccc1OC(C)=O
  10	-6	-2	10	2	7	1
- C[C@H]1CN([C@@H](C)CO)C(=O)c2cc(C#Cc3cccnc3)cnc2O[C@H]1CN(C)Cc1ccc(F)cc1
  -11&3&0	-29&-3	-1&-23&-11	-5&-1	-1&-1&-1	-8&0&-2	2
- C[C@@H](NC(=O)c1nc[nH]c1C(=O)N1CCN(c2ccccc2)CC1)c1ccccc1
  -10	·	2	1	·	7	2
- COc1ccc(OC)c(/C=N/NC(=O)c2ccc3nc[nH]c3c2)c1
  -3	8	-1	1	-5	-6	-4
- NC(=O)C1CCCN(C(=O)c2ccc3c(c2)NC(=O)CS3)C1 (configuration not stated)
  -1	11	5	6	-1	-3	-6
- CC(C(=O)NC1CC(C)(C)NC(C)(C)C1)c1ccc([N+](=O)[O-])cc1 (configuration not stated)
  ·	7	2	0	-4	·	0
- Cc1c(OC(=O)CNC(=O)OC(C)(C)C)ccc2c3c(c(=O)oc12)CCC3
  -8	·	3	·	·	2	-5
- Cc1c(Cl)cccc1NC(=O)CCN1CCCCCC1
  -4	·	·	·	·	-1	-5
- C[C@@H]1CN([C@@H](C)CO)C(=O)Cc2cc(NS(=O)(=O)c3ccc(F)cc3)ccc2O[C@H]1CN(C)Cc1ccc(C(F)(F)F)cc1
  46	2	-9	0	36*	3	-11
- CCOC(=O)c1nn(-c2ccccc2)c(C(=O)OCC)c1N
  22	-7	1	1	-31	-5	·
- Cc1ccc(C(=O)N2C(=O)c3cccc(N)c3C2=O)o1
  ?	-5	4	-5	-10	-1	-2

Whole records, quoted from the list. Order of values: C2C12 statin | LGR2 inh | S100A4 inh HTS | CASP6 VEID inh | SIRT5 block | esBAF inh | FN deposit inh
`NC(=O)C1CCCN(C(=O)c2ccc3c(c2)NC(=O)CS3)C1` (configuration not stated) is entered as -1 | 11 | 5 | 6 | -1 | -3 | -6
`CC(C(=O)NC1CC(C)(C)NC(C)(C)C1)c1ccc([N+](=O)[O-])cc1` (configuration not stated) is entered as · | 7 | 2 | 0 | -4 | · | 0

Later entries
Second line of a record – C2C12 statin	LGR2 inh	S100A4 inh HTS	CASP6 VEID inh	SIRT5 block	esBAF inh	FN deposit inh
- Cc1cc(NC(=O)CSc2ccc(-c3ccc4c(c3)OCO4)nn2)no1
  ·	-31	4	3	-2	·	0
- Cc1cc(C)cc(N(C(=O)Cn2nnc(-c3ccccc3)n2)C(C(=O)NC2CCCCC2)c2ccccn2)c1 (configuration not stated)
  -59	10	·	·	·	4	-6
- CC(=O)N1CCc2cc(NC(=O)C3(C)CCN3Cc3ccccc3Cl)ccc21 (configuration not stated)
  13	1	8	2	-3	-2	6
- Cc1ccc(NC(=O)CN(C)C(=O)C(C)N2CCN(Cc3ccccc3C)CC2)cc1 (configuration not stated)
  -2	3	2	2	-5	13	0
- COc1ccc(C2=NN(c3nc(C(=O)O)cs3)C(O)(C(F)(F)F)C2)c(OC)c1 (configuration not stated)
  -2	6	9	6	·	4	14
- Cc1ccc(NC(=O)C(C)N2C(=O)c3ccccc3S2(=O)=O)cc1Cl (configuration not stated)
  ·	-3	0	3	8	·	-2
- CNC(=O)C(=O)Nc1cc2c3c(c1)C(C)C(=O)N3CCC2 (configuration not stated)
  -1	2	-1	-1	-3	-12	7
- CN(C)c1ccc(CNCC2CCCO2)cc1 (configuration not stated)
  3	18	-1	-9	-3	-4	3
- COc1ccc([N+](=O)[O-])cc1NC(=O)CSc1ccc2ccccc2c1
  -11	·	1	-2	0	-23	12
- N#Cc1cccc(-c2ccc3c(c2)[C@H]2[C@H](CCN2C(=O)c2ccncc2)[C@@H](CO)N3)c1
  -35	-10	·	·	·	-4	-11
- COc1ccc(CN2CC(=O)N(c3ccc(C)cc3C)C2=S)cc1OC
  ·	-19	0	-6	·	·	·
- CSC(=NC#N)N1CCN(c2ccc([N+](=O)[O-])cc2)CC1
  9	6	2	2	-1	4	-2
- COc1cc(C(=O)O/N=C2\C=CC(=O)C(C)=C2)cc(OC)c1OC
  -12	·	·	·	·	-7	5
- CCOC(=O)c1cc2c(C)[nH]c(C)c2cc(C(=O)OCC)c1=O
  ·	-41	-2	7	0	·	3
- N#CCC(=O)Nc1ccc(C(=O)OCC(=O)NC(=O)NCc2ccco2)cc1
  -1	·	3	-2	·	0	-2
- COc1ccccc1NC(=O)CCSc1nnc(-c2ccco2)o1
  1	-11	5	-5	0	4	-18
- Cc1cc(NC(=O)c2cc3ccccc3o2)cc(C)c1OCC(=O)N1CCOCC1
  6	·	·	·	·	19	-9
- COCCN(Cc1cc2cc3c(cc2nc1Cl)OCO3)C(=O)Nc1ccc(F)cc1
  23	12	1	1	-2	0	·
- COc1ccccc1N(C1=NCCCS1)S(=O)(=O)c1ccc(C(C)(C)C)cc1
  -16	15	-1	-2	-1	1	-5
- CCOC(=O)c1nnn2c3ccccc3c(=O)n(C)c12
  0	16	0	1	-2	1	-20
- O=C(C[C@@H]1CC[C@@H](NC(=O)C2CCC2)[C@H](CO)O1)NC1CCCCC1
  2	11	-11	6	3	3	8
- COC(=O)c1[nH]c2ccccc2c1NS(=O)(=O)c1ccc(F)c(C)c1
  -3	·	·	·	·	0	7
- Cc1ccc(C)c(-c2ccc(=O)n(Cc3c(F)cccc3Cl)n2)c1
  3	3	3	-1	1	17	4
- COCCNc1nc(NCCN2CCNC2=O)c2sc(-c3ccccc3)cc2n1
  -12	-22	3	1	-1	8	-4
- NC(=O)COC(=O)c1ccc(NS(=O)(=O)c2ccc3c(c2)OCCO3)cc1
  ·	17	8	0	0	·	-6
- CCN(CC)C(=O)N1CCN(C(=O)N2CCOCC2)CC1
  5	20	1	2	2	-5	0
- CC(C)NC(=O)N(C)C[C@@H]1Oc2ccc(NC(=O)c3ccncc3)cc2CC(=O)N([C@H](C)CO)C[C@@H]1C
  -2	18	4	0	-5	1	4
- Cc1ccc2c(c1)C1CN(C)CCC1N2C(=O)c1cccc(S(=O)(=O)N(C)C)c1 (configuration not stated)
  ·	-21	1	8	-1	·	-12
- CS(=O)(=O)N1[C@@H](C#N)[C@H](c2ccc(C#CC3CCCC3)cc2)[C@@H]1CO
  -6	0	14	-1	-1	1	-4
- Oc1cccc2cc(Nc3ccccc3)cnc12
  -30	-3	-6	3	1	-39	7
- Cc1noc(C)c1NC(=O)Nc1cccc2c1O[C@@H](CN(C)C(=O)Nc1ccccc1)[C@@H](C)CN([C@H](C)CO)C2=O
  -2	4	-1	-2	-10	-2	·
- O=C(CCNC(=O)c1ccc(Br)cc1)NCCCN1CCOCC1
  -2	10	-6	0	3	0	4
- COc1ccc(NC(=O)Nc2ccc3c(c2)C(=O)N([C@@H](C)CO)C[C@@H](C)[C@@H](CN(C)S(=O)(=O)c2ccc(Cl)cc2)OCCCC[C@@H](C)O3)cc1
  ·	-22	31	-2	10	-11	8
- Cc1ccc(C(=O)NC(=S)NNC(=O)CC#N)cc1
  ·	·	0	1	-1	·	0
- COC(=O)c1cn(C(=O)c2ccccc2)c2ccccc12
  -2	5	-3	2	3	1	-5
- Cc1cccc2cc(/C=N/Nc3ccc(C(=O)O)cc3)c(Cl)nc12
  ·	-119	-7	-1	6	·	10
- CCC(C)(C)n1nnnc1C(C(C)C)N1CCSCC1 (configuration not stated)
  -10	15	-3	3	-3	6	·
- C[C@H](CO)N1C[C@H](C)[C@@H](CN(C)C(=O)Cc2ccncc2)Oc2ncc(C#CCN(C)C)cc2C1=O
  -16	8	-15	2	6	-1	·
- Cc1ccc(C)c(NC(=O)CN(C)C(=O)c2cc([N+](=O)[O-])ccc2N2CCOCC2)c1
  9	-20	-1	1	-1	2	0
- Cc1cc2nnc(SCC(=O)N3CCCCCC3)n2c(N)n1
  ·	5	-3	0	-3	·	5
- CCOc1ccc(C(=O)NCC(=O)OCC(=O)c2ccc3c(c2)-c2ccccc2C3)cc1
  12	·	-3	-2	-2	1	-4
- Cc1noc(C)c1S(=O)(=O)Nc1ccc2c(c1)C(=O)N([C@H](C)CO)C[C@@H](C)[C@@H](CN(C)C(=O)c1ccncc1)OCCCC[C@@H](C)O2
  ·	14	-7	1	-3	3	·
- COc1ccc(-c2csc(C(C)(O)c3cccc(F)c3)n2)cc1OC (configuration not stated)
  12	-17	-6	1	-7	2	7
- Cc1ccc(C2N(C)C(=O)c3ccccc3N2C)cc1 (configuration not stated)
  17	12	-7	1	-12	6	-8
- Cc1ccc(-c2nc(C=Nc3ccc(O)cc3)c(O)o2)cc1
  ·	-27	12	-4	4	·	12
- CC(C)C(C)NC(=O)COc1ccc(Sc2ccc(OCC(=O)NC(C)C(C)C)cc2)cc1 (configuration not stated)
  ·	25	-1	1	-2	·	-8
- Cc1ccc(C2=NN(C(=O)CCC(=O)O)C(c3cccs3)C2)cc1 (configuration not stated)
  ·	8	-8	-2	-4	·	0
- S=C(Nc1cccc2ccccc12)Nc1cccc2ccccc12
  -5	-4	-3	1	·	9	6
- CC1(C)Cc2c(sc(NC(=O)Cc3ccccc3)c2C#N)C(C)(C)N1
  6	-19	24	0	·	-16	·
- COc1ccc(C(=O)N(c2c(C)cccc2C)C(COC(C)=O)COC(C)=O)cc1
  ·	-15	3	3	1	·	15
- Cc1ccc(-c2csc(NC(=O)C[n+]3cc(-c4ccccc4)n4c3CCC4)n2)cc1
  ·	-13	-3	-4	·	·	3
- CCN(CC)C(=O)c1[nH]cnc1C(=O)N[C@@H](C)C(=O)OC(C)(C)C
  4	0	1	-4	·	-7	1

A portion of the library, so the mix of outcomes need not match the whole.
